Source: PubChem (several laboratories)
Tat export inh: inhibitors of E. coli Tat protein transport; E. coli MC4100 TorA-mCherry Tat export, fluorescence; AID 488895; inhibition, % at 10 µM; 0.036% of 340,000 active;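 active means mean replicate inhibition at least 50% and at least half of replicates individually reaching 50%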;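 further: exported cargo escapes ClpAP degradation while cytoplasmic cargo is degraded and loses fluorescence; 0% = median of neutral control wells and 100% = median of NaSCN control wells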
CAL PDZ FP-1: CAL PDZ (human) peptide binding inhibition | purified CAL PDZ, TMR-peptide fluorescence polarization, 1 h | AID 602252 | inhibition, % at 24.9 µM | 0.92% of 300,000 active | Q9HD26;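 active means mean inhibition of at least 30% with at least half of replicates also reaching 30%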;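 further: 0% = DMSO neutral control and 100% = excess unlabeled competitor peptide PRC23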
MITF TRPM1 HTS: increases MITF-driven TRPM1 promoter luciferase signal. SK-MEL-5 TRPM1-promoter luciferase, 24 h; % of positive control, neutral wells = 0. activation, % at 12.5 µM. 0.75% of 300,000 active. AID 588334;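 active means mean activation of at least 80% with every replicate also reaching 80%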;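 further: 0% = neutral control wells and 100% = parthenolide positive control wells; values of inactives mirror those of a sister screen read the other way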
SR-BI HDL uptake: blocks mouse SR-BI lipid uptake from DiI-HDL; Q61009; ldlA[mSR-BI] CHO cells, DiI-HDL uptake fluorescence, 3 h; inhibition, % at 12.5 µM; 0.96% of 320,000 active;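 active means mean replicate inhibition of at least 70% and a set share of replicates each scoring 70 or more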;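 further: 0% = median of neutral control wells and 100% = median of positive control wells; values of inactives mirror those of a sister screen read the other way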
Target sequence (Q61009 whole entry, looked up): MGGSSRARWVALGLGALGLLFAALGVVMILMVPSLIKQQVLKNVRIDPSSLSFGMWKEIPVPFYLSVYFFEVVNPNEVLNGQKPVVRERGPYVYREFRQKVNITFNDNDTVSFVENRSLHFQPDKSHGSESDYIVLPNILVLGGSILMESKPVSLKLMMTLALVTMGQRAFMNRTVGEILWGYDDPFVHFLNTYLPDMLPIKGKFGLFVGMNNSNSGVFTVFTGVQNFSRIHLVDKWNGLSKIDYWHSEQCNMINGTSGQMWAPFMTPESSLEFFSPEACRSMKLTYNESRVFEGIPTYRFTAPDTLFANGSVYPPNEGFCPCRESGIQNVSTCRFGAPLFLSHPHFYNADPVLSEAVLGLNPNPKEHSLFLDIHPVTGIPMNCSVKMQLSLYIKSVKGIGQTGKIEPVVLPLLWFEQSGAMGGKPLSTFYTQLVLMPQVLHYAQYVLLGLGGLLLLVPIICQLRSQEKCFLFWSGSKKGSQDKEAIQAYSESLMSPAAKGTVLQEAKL
phage Ecoli inh: E. coli growth loss with phage present | inhibition, % at 11.9 µM | growth absorbance | AID 651602 | 0.26% of 360,000 active; in the data active means inhibition above about 11%
Ecoli viability: reduces bacterial viability in AddAB counter-screen; E. coli V3065 growth, OD600 absorbance, 18 h; inhibition, % at 11.9 µM; 0.27% of 330,000 active;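 active means inhibition above the campaign's mean inhibition across all tested compounds plus 3 SD, cut at about 9.9% in these data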;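 further: uninfected addAB+ strain grown without phage in ampicillin broth; 0% = DMSO wells and 100% = ciprofloxacin 0.95 µg/ml wells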
SR-BI DiI-HDL act: SR-BI HDL lipid transfer activation; CHO ldlA[mSR-BI] cells, DiI-HDL uptake fluorescence, 3 h; 100 = double the neutral-control signal; activation, % at 12.5 µM; 0.096% of 320,000 active; AID 504775;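 active means mean replicate activation of at least 60% and every replicate at or above 60%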;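 further: 0% = median plate neutral-control signal and 100% = twice that signal; values of inactives mirror those of a sister screen read the other way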
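system = CHO ldlA[mSR-BI] cells, LDL receptor-null, SR-BI overexpressing | medium = Ham's F12 with 0.5% BSA, HEPES 25 mM, pH 7.4 | probe or stimulus = DiI-HDL 10 µg/mL | compound dosing = single-point compound dose | incubation = compound exposure 3 h, 37 °C | technique = DiI fluorescence, bottom read | read-out = cell-associated DiI fluorescence as measure of HDL uptake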
AddAB inh: less growth of phage-infected E. coli with AddAB; E. coli expressing H. pylori AddAB, absorbance growth; inhibition, % at 11.9 µM; 0.29% of 330,000 active; in the data active means inhibition above about 12%;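 further: 0% = vehicle wells of infected cells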
CAL PDZ FP-2: blocks peptide binding to human CAL PDZ domain | Q9HD26 | purified CAL PDZ, TMR-peptide fluorescence polarization, 1 h | inhibition, % at 20 µM | 0.02% of 330,000 active | AID 504414;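 active means highest replicate inhibition of at least 40%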;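 further: plate controls were DMSO neutral control wells for no effect and unlabeled competitor peptide control wells for full effect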
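material = purified tagged CAL PDZ domain construct (CerCALP) | compound dosing = 20 µM, one dose | times = 1 h at RT | measured by = fluorescence polarization from S- and P-plane intensities, G-factor corrected | read-out = inhibition from polarization loss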
Wnt act: activators of Wnt/beta-catenin signaling; Wnt/beta-catenin reporter cell assay, activator, plate reader; activation, % at 9.35 µM; 1.2% of 300,000 active; AID 743398; in the data active means activation above about 30%, passing the limit was not always enough;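 further: 0% = neutral control wells and 100% = positive control wells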
Active calls of the source: *.

The opening 2 records (preview)
Results for CCN(CC(=O)Nc1ccc2c(c1)OCCO2)C(=O)C(C)Oc1ccc(F)cc1 (centres undefined) ?
Tat export inh: -3; MITF TRPM1 HTS: 3; SR-BI HDL uptake: 6; phage Ecoli inh: 3.2; SR-BI DiI-HDL act: -6; CAL PDZ FP-2: -1.2; Wnt act: 1

What do the screens show for `COc1ccc(CNC(=O)CCNS(=O)(=O)c2ccc(Cl)cc2)cc1`?
Tat export inh: -6; MITF TRPM1 HTS: -13; SR-BI HDL uptake: 6; phage Ecoli inh: 3.7; Ecoli viability: -2.6; SR-BI DiI-HDL act: -6; AddAB inh: 3.0; CAL PDZ FP-2: -1.7; Wnt act: -2

Main list, from the first entry:
Results for CCN(CC(=O)Nc1ccc2c(c1)OCCO2)C(=O)C(C)Oc1ccc(F)cc1 (centres undefined) ?
Tat export inh: -3; MITF TRPM1 HTS: 3; SR-BI HDL uptake: 6; phage Ecoli inh: 3.2; SR-BI DiI-HDL act: -6; CAL PDZ FP-2: -1.2; Wnt act: 1

What do the screens show for `COc1ccc(CNC(=O)CCNS(=O)(=O)c2ccc(Cl)cc2)cc1`?
Tat export inh: -6; MITF TRPM1 HTS: -13; SR-BI HDL uptake: 6; phage Ecoli inh: 3.7; Ecoli viability: -2.6; SR-BI DiI-HDL act: -6; AddAB inh: 3.0; CAL PDZ FP-2: -1.7; Wnt act: -2

What do the screens show for `CC(=O)Nc1ccc(S(=O)(=O)N(C)CC(=O)NC2CCCCCCC2)cc1`?
Tat export inh: -8; CAL PDZ FP-1: -2; MITF TRPM1 HTS: 5; SR-BI HDL uptake: -7; phage Ecoli inh: 3.3; Ecoli viability: -1.1; SR-BI DiI-HDL act: 7; AddAB inh: -0.8; CAL PDZ FP-2: 6.5; Wnt act: -1

What do the screens show for `CCOc1ccc(C2NC(=O)c3ccccc3O2)cc1OCC` (centres undefined)?
Tat export inh: 0; CAL PDZ FP-1: -5; SR-BI HDL uptake: 0; phage Ecoli inh: 3.1; Ecoli viability: 2.8; SR-BI DiI-HDL act: 0; AddAB inh: 1.5; CAL PDZ FP-2: 0.1; Wnt act: 0

How did CCn1c(=O)cc(OCC(=O)Nc2ccccc2C#N)c2ccccc21 do in these assays?
Tat export inh: -5; SR-BI HDL uptake: 27; phage Ecoli inh: 1.4; Ecoli viability: 1.5; SR-BI DiI-HDL act: -27; AddAB inh: 3.0; CAL PDZ FP-2: -1.8; Wnt act: 9

How did COc1cccc(-c2csc(NC(=O)Oc3ccccc3)n2)c1 do in these assays?
Tat export inh: 6; CAL PDZ FP-1: 0; MITF TRPM1 HTS: 41; SR-BI HDL uptake: 2; phage Ecoli inh: -0.3; Ecoli viability: -3.5; SR-BI DiI-HDL act: -2; AddAB inh: 0.3; CAL PDZ FP-2: -2.2; Wnt act: 3

What do the screens show for `COc1ccc(NC(=O)Oc2ccccc2)cc1Cl`?
Tat export inh: -5; CAL PDZ FP-1: -3; SR-BI HDL uptake: 36; phage Ecoli inh: 0.6; Ecoli viability: -0.7; SR-BI DiI-HDL act: -36; AddAB inh: 0.3; CAL PDZ FP-2: -0.2; Wnt act: 2

What do the screens show for `COc1ccc(/C=C2\SC(=S)N(CCC(=O)Nc3cccc(O)c3)C2=O)cc1OC`?
Tat export inh: 1; CAL PDZ FP-1: 3; MITF TRPM1 HTS: -1; SR-BI HDL uptake: 3; phage Ecoli inh: 0.7; Ecoli viability: 1.6; SR-BI DiI-HDL act: -3; AddAB inh: -1.9; CAL PDZ FP-2: 0.7; Wnt act: 5

How did CC1CC(C(F)(F)F)n2nc(C(=O)O)cc2N1 (centres undefined) do in these assays?
Tat export inh: -3; CAL PDZ FP-1: -7; SR-BI HDL uptake: 2; phage Ecoli inh: 1.5; Ecoli viability: 1.0; SR-BI DiI-HDL act: -2; AddAB inh: 1.8; CAL PDZ FP-2: -0.2

What do the screens show for `COc1cc(C2c3[nH]c4ccccc4c3C[C@H]3C(=O)N(C4CC4)CC(=O)N23)ccc1OC(C)C` (some centres undefined)?
Tat export inh: -8; CAL PDZ FP-1: 2; MITF TRPM1 HTS: -5; SR-BI HDL uptake: 5; phage Ecoli inh: 2.3; Ecoli viability: -0.5; SR-BI DiI-HDL act: -5; AddAB inh: -0.2; CAL PDZ FP-2: -0.5; Wnt act: -4

How did Cc1nnc(-c2cccc(Br)c2)c2cn(-c3ccc(Br)cc3)nc12 do in these assays?
Tat export inh: 0; CAL PDZ FP-1: -7; MITF TRPM1 HTS: -1; SR-BI HDL uptake: 64; phage Ecoli inh: 2.0; Ecoli viability: 2.5; SR-BI DiI-HDL act: -64; AddAB inh: 0.9; CAL PDZ FP-2: -7.5

What do the screens show for `Cc1[nH]n(-c2ccccc2)c(=O)c1N=Nc1ccccc1`?
Tat export inh: -7; CAL PDZ FP-1: -1; MITF TRPM1 HTS: 24; SR-BI HDL uptake: 29; phage Ecoli inh: 4.0; Ecoli viability: -2.2; SR-BI DiI-HDL act: -29; AddAB inh: 0.6; CAL PDZ FP-2: -1.0; Wnt act: -2

How did CCCCc1ccc(NC(=O)C(=O)NCCN2CCN(C(=O)c3ccc([N+](=O)[O-])cc3)CC2)cc1 do in these assays?
Tat export inh: -8; CAL PDZ FP-1: -3; MITF TRPM1 HTS: -15; SR-BI HDL uptake: 64; phage Ecoli inh: 0.1; Ecoli viability: -0.6; SR-BI DiI-HDL act: -64; AddAB inh: 3.4; CAL PDZ FP-2: -4.0; Wnt act: -4

How did COc1ccc(C2(C(=O)NCCCN3CCOCC3)CCOCC2)cc1 do in these assays?
Tat export inh: 1; CAL PDZ FP-1: -4; SR-BI HDL uptake: -12; phage Ecoli inh: 2.3; Ecoli viability: -1.2; SR-BI DiI-HDL act: 12; AddAB inh: 2.0; CAL PDZ FP-2: 0.7; Wnt act: -2

What do the screens show for `COc1ccc(C2CC(c3ccccc3)=NN2C(=O)COC(=O)c2cccc(N)c2)cc1` (centres undefined)?
Tat export inh: 4; MITF TRPM1 HTS: -3; SR-BI HDL uptake: 1; phage Ecoli inh: 3.7; Ecoli viability: 0.3; SR-BI DiI-HDL act: -1; AddAB inh: 0.8; CAL PDZ FP-2: -0.2; Wnt act: 8

What do the screens show for `COCCNC(=O)COc1ccc(N(C)S(=O)(=O)c2ccc3ccccc3c2)cc1`?
Tat export inh: -4; CAL PDZ FP-1: 1; MITF TRPM1 HTS: -6; SR-BI HDL uptake: 7; phage Ecoli inh: 1.4; Ecoli viability: 2.2; SR-BI DiI-HDL act: -7; AddAB inh: -0.9; CAL PDZ FP-2: -1.2; Wnt act: 2

How did Cc1c(C(=O)NC(C)C)oc2c1-c1[nH]ncc1CC2 do in these assays?
Tat export inh: -10; CAL PDZ FP-1: -3; MITF TRPM1 HTS: 3; SR-BI HDL uptake: 54; phage Ecoli inh: 1.6; Ecoli viability: -0.2; SR-BI DiI-HDL act: -54; AddAB inh: -2.4; CAL PDZ FP-2: -0.9

How did NC(=O)c1cccc(S(=O)(=O)N2CCCCC2)c1 do in these assays?
Tat export inh: 1; CAL PDZ FP-1: 3; MITF TRPM1 HTS: -2; SR-BI HDL uptake: -14; phage Ecoli inh: 0.1; Ecoli viability: 0.8; SR-BI DiI-HDL act: 14; AddAB inh: 2.5; CAL PDZ FP-2: -1.5; Wnt act: 1

Results for C[C@H](CO)N1C[C@H](C)[C@@H](CN(C)Cc2ccc(Cl)c(Cl)c2)Oc2c(NC(=O)CCC(F)(F)F)cccc2C1=O ?
Tat export inh: 0; CAL PDZ FP-1: -1; MITF TRPM1 HTS: -1; SR-BI HDL uptake: 47; phage Ecoli inh: 2.7; Ecoli viability: -0.3; SR-BI DiI-HDL act: -47; AddAB inh: -1.1; CAL PDZ FP-2: 0.3; Wnt act: -12

How did Cc1ccc(C(=O)CN(CCCC(N)=O)C(=O)c2ccncc2)cc1 do in these assays?
Tat export inh: -6; CAL PDZ FP-1: -1; MITF TRPM1 HTS: 6; SR-BI HDL uptake: 11; phage Ecoli inh: 1.7; Ecoli viability: -1.9; SR-BI DiI-HDL act: -11; AddAB inh: 2.6; CAL PDZ FP-2: -0.1; Wnt act: -3

Results for COc1ccc(CCNC(=O)c2c(Cl)ccc(Cl)c2OC)cc1OC ?
Tat export inh: 0; CAL PDZ FP-1: -4; MITF TRPM1 HTS: 4; SR-BI HDL uptake: 21; phage Ecoli inh: 0.8; Ecoli viability: -1.1; SR-BI DiI-HDL act: -21; AddAB inh: 1.2; Wnt act: 2

What do the screens show for `Cc1cc(Nc2cccc(Cl)c2)n2ncnc2n1`?
Tat export inh: 20; CAL PDZ FP-1: 2; MITF TRPM1 HTS: 2; SR-BI HDL uptake: 8; phage Ecoli inh: 0.6; Ecoli viability: 2.2; SR-BI DiI-HDL act: -8; AddAB inh: 2.2; CAL PDZ FP-2: -0.5; Wnt act: -1

Results for Nn1c(-c2ccccc2)cc(-c2ccccc2)cc1=O ?
Tat export inh: -9; CAL PDZ FP-1: 1; MITF TRPM1 HTS: 1; SR-BI HDL uptake: 15; phage Ecoli inh: -1.0; Ecoli viability: 4.6; SR-BI DiI-HDL act: -15; AddAB inh: 2.1; CAL PDZ FP-2: -2.7; Wnt act: 1

Results for NC1=NC(=O)C(Cc2cccc(Cl)c2)S1 (centres undefined) ?
Tat export inh: -3; CAL PDZ FP-1: -3; MITF TRPM1 HTS: 0; SR-BI HDL uptake: -18; phage Ecoli inh: 2.8; Ecoli viability: 1.3; SR-BI DiI-HDL act: 18; AddAB inh: 0.0; CAL PDZ FP-2: -1.5

How did O=C(CSc1ccc(-c2ccccn2)nn1)N1CCCC1 do in these assays?
Tat export inh: 3; CAL PDZ FP-1: -3; MITF TRPM1 HTS: 27; SR-BI HDL uptake: -3; phage Ecoli inh: 3.2; Ecoli viability: 1.2; SR-BI DiI-HDL act: 3; AddAB inh: 6.5; CAL PDZ FP-2: 0.0; Wnt act: 5

Results for O=Cc1cccc(Oc2ccc([N+](=O)[O-])cc2[N+](=O)[O-])c1 ?
Tat export inh: -8; MITF TRPM1 HTS: -9; SR-BI HDL uptake: 7; phage Ecoli inh: 0.8; Ecoli viability: 0.2; SR-BI DiI-HDL act: -7; AddAB inh: 0.9; CAL PDZ FP-2: 0.4; Wnt act: -3

Results for COC(=O)C1=Cc2cc(OC)cc([N+](=O)[O-])c2OC1N1CCOCC1 (centres undefined) ?
Tat export inh: -5; CAL PDZ FP-1: -4; SR-BI HDL uptake: -5; phage Ecoli inh: 1.9; Ecoli viability: 1.6; SR-BI DiI-HDL act: 5; AddAB inh: 0.0; CAL PDZ FP-2: 0.3; Wnt act: -2

Results for c1ccc(Nc2scc(-c3ccccc3)[n+]2Cc2ccco2)cc1 ?
Tat export inh: 4; CAL PDZ FP-1: 0; MITF TRPM1 HTS: 72; phage Ecoli inh: 0.6; Ecoli viability: 0.4; AddAB inh: 3.1; CAL PDZ FP-2: -0.8; Wnt act: 53*

What do the screens show for `CCOC(CC(=O)NNC(=O)c1c(-c2c(Cl)cccc2Cl)noc1C)OCC`?
phage Ecoli inh: 4.8; Ecoli viability: 2.9; AddAB inh: 4.0; Wnt act: 1
